Source: PubChem (Icahn School of Medicine at Mount Sinai)
RBX1-CUL1 inh: blocks human RBX1-Cullin-1 di-ubiquitin formation. 0.6% of 140,000 active. in vitro K48 di-Ub FRET, acceptor:donor ratio, 45 min. P62877+Q13616. AID 1347404. inhibition, % at 10 µM; in the data active means inhibition above about 25%
Target sequence (P62877 whole entry, looked up): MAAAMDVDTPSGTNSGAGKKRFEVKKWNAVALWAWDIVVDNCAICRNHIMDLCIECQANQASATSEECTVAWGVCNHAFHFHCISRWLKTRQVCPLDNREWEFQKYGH
Target sequence (Q13616 whole entry, looked up): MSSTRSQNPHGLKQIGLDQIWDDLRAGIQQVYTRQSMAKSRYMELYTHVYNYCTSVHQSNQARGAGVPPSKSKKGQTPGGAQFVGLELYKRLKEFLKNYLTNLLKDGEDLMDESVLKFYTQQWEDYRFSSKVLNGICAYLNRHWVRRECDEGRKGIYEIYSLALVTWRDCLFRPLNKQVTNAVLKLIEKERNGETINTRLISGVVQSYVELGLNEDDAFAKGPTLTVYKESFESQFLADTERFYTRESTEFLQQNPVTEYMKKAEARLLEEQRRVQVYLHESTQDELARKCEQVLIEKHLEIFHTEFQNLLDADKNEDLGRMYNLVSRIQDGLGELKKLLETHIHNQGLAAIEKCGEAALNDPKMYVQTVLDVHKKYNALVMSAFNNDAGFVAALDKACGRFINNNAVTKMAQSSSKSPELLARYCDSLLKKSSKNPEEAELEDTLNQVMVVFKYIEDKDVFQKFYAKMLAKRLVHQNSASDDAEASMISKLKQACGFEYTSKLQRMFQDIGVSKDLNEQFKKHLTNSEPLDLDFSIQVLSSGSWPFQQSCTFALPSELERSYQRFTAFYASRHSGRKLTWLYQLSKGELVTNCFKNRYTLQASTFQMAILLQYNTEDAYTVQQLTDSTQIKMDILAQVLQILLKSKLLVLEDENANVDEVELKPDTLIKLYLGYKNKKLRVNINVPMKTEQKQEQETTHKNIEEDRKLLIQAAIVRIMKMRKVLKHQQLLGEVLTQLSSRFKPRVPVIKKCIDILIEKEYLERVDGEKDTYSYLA
* = called active by the depositor; & = joins results of further samples.

SMILES	RBX1-CUL1 inh
COc1ccc(C(=O)CSc2nnc(C)n2CC2CCCO2)cc1 (stereo not drawn)	2
COc1ccc(-c2noc(-c3nnn(-c4ccc(C(C)C)cc4)c3C)n2)cc1OC	-13
O=c1[nH]c(SCc2cccc(Cl)c2)nc2c1CCC2	-5&10
COc1ccccc1NC(=O)c1sc2ncn(Cc3ccc(C(=O)OC(C)C)cc3)c(=O)c2c1C	-3
COc1cccc(/C=C2\SC(=Nc3ccccc3)N(c3ccccc3)C2=O)c1OCC(=O)O	7
CC1=CC(=O)C(Sc2ccc([N+](=O)[O-])cc2)C(=O)N1C (stereo not drawn)	-2
Cc1ccccc1C(=O)Nc1ccc(C(=O)NNC(=O)C(F)(F)F)cc1	1
COc1ccc2nc(CCNC(=O)CC3C(=O)NCCN3CC(C)C)[nH]c2c1 (stereo not drawn)	4
CCC(=O)Oc1c(Sc2ccc(Cl)cc2)c(C)nn1-c1ccccc1	-5
Cc1ccc(-c2cc(C(=O)N3CCN(S(=O)(=O)c4ccc(Br)cc4)CC3)[nH]n2)c(C)c1	2
CC(/C=C/c1ccco1)=N\N=C(N)N	-2
COc1ccccc1NC(=O)C1C(C)=Nc2nc(-c3ccco3)nn2C1c1ccccc1F (stereo not drawn)	-2
COc1cc(OC)cc(C(=O)NCC2CCCN(C(=O)CCn3nccc3C)C2)c1 (stereo not drawn)	-4
CCOC(=O)c1c(N)nn(C(=O)c2ccccc2)c1-c1ccc(OC)cc1	4
CCc1c(C)sc2c1CCN(Cc1ccccc1C#N)C2c1ccccc1 (stereo not drawn)	-10
CCN(c1ccccc1)S(=O)(=O)c1ccc(NC(=O)Cc2ccccc2)cc1	-5
Cc1oc2c(c(C)cc3oc(=O)c(CC(=O)NCCc4ccccc4)c(C)c32)c1C	5
Cc1ccc(C)c(C(=O)COC(=O)C(C)N2C(=O)C3C4CC(C(Br)C4Br)C3C2=O)c1 (stereo not drawn)	-3
COC(=O)c1sc(S(=O)(=O)Nc2ccc(C)cc2)c(C(=O)OC)c1C	3
CCCSc1nc2ccc(NC(=O)c3sc4nc(-c5cccs5)ccc4c3N)cc2s1	-4
COc1cccc(CN2C[C@@H]3C[C@@H](c4ccc(F)c(F)c4)N4CCC[C@@]34C2=O)c1	7
O=C(c1ccccc1)C1C(c2ccccc2)=C1c1ccccc1	3
Cc1c2cnn(CC(=O)N3CCN(c4ccc(F)cc4)CC3)c(=O)c2c(C)n1Cc1ccc(F)cc1	-1
Cc1nc(NC(C)(C)CO)ccc1[N+](=O)[O-]	-1
O=C(NCc1cccnc1N1CCOCC1)c1ccc2c(c1)OCO2	-3
CCN1CCN(C(=O)c2ccc(N3CCC(N(C)Cc4nc5cc(C)c(C)cc5[nH]4)CC3)cc2)CC1	-3
O=S(=O)(Cc1cccc(Cl)c1)N1CCOCC1	4
O=C(CN1C(=O)C2CC3CC(C2)CC1C3)N1CCC(CN2CCCC2=O)CC1	8
COC(=O)c1c(-c2ccc(C)cc2)csc1NC(=O)c1ccc(C)o1	0
CCOC(=O)C1(Cc2ccccc2F)CCCN(C(=O)c2cc(C)[nH]n2)C1 (stereo not drawn)	2
O=S(=O)(c1ccc(-c2cnc(C3CC3)o2)cc1)N1CCN(c2ccccc2F)CC1	-6
COc1ccc(CNC(=O)CCc2nc(-c3ccc(OC)cc3)no2)cc1	0
CC1=NC2=C(C(=O)CC(C)(C)C2)C(c2ccccn2)C1C(=O)Nc1ccc(F)cc1F (stereo not drawn)	-4
CC(Nc1ccc(Br)cc1)c1nnc(SCC(=O)Nc2cccc3ccccc23)n1-c1ccccc1 (stereo not drawn)	1
Cc1cccc(NC(=O)C(=O)NCCc2csc(-c3ccc(F)cc3)n2)c1C	0
COc1ccc(N2CC(NC(=O)c3cc4ccccc4o3)CC2=O)cc1 (stereo not drawn)	-9
CCOC(=O)C1=NN(c2ccccc2)C2(C=C(c3ccccc3)OC2=O)C1c1ccccc1 (stereo not drawn)	3
Cc1cc2ccccc2cc1CN1CCOCC1	-3
OC(COc1ccc2c(c1)OCO2)CN1CCCCC1 (stereo not drawn)	-4
CCOCCCNC(=O)C1CCN(c2nc(C)c3ccc(S(C)(=O)=O)cc3n2)CC1	0
COc1ccc(-c2c3c(nn2-c2ccccc2)CCCC3=O)cc1	-11
Cc1ccc(S(=O)(=O)Nc2cc(NS(=O)(=O)c3ccc(C)cc3)c3ccccc3c2O)cc1	-5
O=C(O)CSC1=NC(=Nc2ccc(Cl)cc2)C2(CCCCC2)N1c1ccccc1Cl	4
CC1(C)CC(=O)C(C=NCC2CCCO2)C(=O)C1 (stereo not drawn)	-12
COc1ccccc1CCN1CCCC(CN(C)C(=O)C2CCCC2)C1 (stereo not drawn)	-2
CCCC1=Nc2cc(C(=O)NCCOC)ccc2Sc2ccccc21	6
CCCOC(=O)c1c(-c2ccc(OC)cc2)csc1NC(=O)c1cnccn1	-10
COC1=CC(=O)C(I)=CC1=O	0
Cc1c(C(=O)NC2CC2)oc2c(F)cccc12	4
CNS(=O)(=O)c1cn(CC(=O)N2CCN(c3ccc(C)cc3C)CC2)cc1S(=O)(=O)NC	0
COc1ccc(CN2CCN(Cc3ccccc3F)C(CCO)C2)c(O)c1 (stereo not drawn)	-5
COc1cc(-c2nnc(SCC(=O)c3ccc(Cl)cc3Cl)n2C)cc(OC)c1OC	9
CN(C(=O)COc1ccccc1C(=O)NCCOc1ccccc1)c1ccccc1	-7
Cc1nc(S(=O)(=O)O)sc1C	4
COc1ccc(-c2ccnc3c2c(=O)[nH]c(=O)n3CCc2ccccc2)cc1	7
CC(C)S(=O)(=O)N1CCC(C2CCN(Cc3cccnc3)CC2)C1 (stereo not drawn)	-6
CCOC(=O)C1C(C)=NC(=O)C1CC(N)=O (stereo not drawn)	-13
Cc1cc(C2(C)Cc3c(cc(C)c([N+](=O)[O-])c3C)C2(C)C)cc(C)c1[N+](=O)[O-] (stereo not drawn)	-1
CC(=O)C1=C(C)OC(=N)C(C#N)C1c1cccs1 (stereo not drawn)	-3
CCCCCNc1nc2c(-c3ccccc3)nnn2c2ccccc12	-2
Continuation.
SMILES	RBX1-CUL1 inh
COc1ccc(CCNC(=O)CCCn2c(=O)c3ccccc3n(Cc3ccc(C)cc3)c2=O)cc1OC	-13
O=C(NCCCc1ccccc1)c1cccs1	3
CCc1ccc(S(=O)(=O)N2CCCN(S(=O)(=O)c3ccc(CC)cc3)CC2)cc1	-12
CCCCOC(=O)c1ccc(OC(=O)c2ccccc2F)cc1	-3
Cc1cc(C)cc(NS(=O)(=O)c2ccc(NC(=O)Nc3cccc(Cl)c3)cc2)c1	-6
CCCCNS(=O)(=O)c1ccc(OC)c(C)c1	4
Cc1c(CN2CCCC(CO)(Cc3ccccc3F)C2)c(=O)n(-c2ccccc2)n1C (stereo not drawn)	-5
CCOC(=O)N1CCc2c(sc(NCc3cccc(F)c3)c2C(=O)Nc2ccc(OCC)cc2)C1	1
Cn1nnnc1SCCCNCc1cccc(OCc2ccc(Cl)cc2)c1	-1
Cc1ccccc1NC(=O)COC(=O)c1cnccn1	-8
COc1cccc(OCC(O)CN2CCC(C)CC2)c1 (stereo not drawn)	1
O=C(/C=C/c1ccc(NC(=O)c2ccc(Br)o2)cc1)c1ccc(Br)cc1	9
O=c1c2cnc3nc(C(F)(F)F)nn3c2ccn1CCc1ccccc1	6
O=C(O)COc1ccc(/C=C2/SC(=O)N(Cc3ccc(F)cc3)C2=O)cc1Br	5
Cc1ccc(Cl)cc1NC(=O)Cn1c(=O)n(Cc2ccccc2)c(=O)c2oc3ccccc3c21	-13
CCN1CCN(C(=O)c2oc3c(F)cccc3c2C)CC1	5
CN1CCCC(CN(CCc2ccccc2)C(=O)c2ccc3nc[nH]c3c2)C1 (stereo not drawn)	-5
Cc1csc2[nH]c(C(C)(C)C)c[n+]12	-3
OC(COCc1ccc(Cl)cc1)CN1CCN(c2ccccc2F)CC1 (stereo not drawn)	-6
COc1ccc(NC(=O)CSc2nnc(CNc3ccc(F)cc3)o2)cc1	-6
COc1cccc(-c2nc3c(cnn3Cc3cccc(Cl)c3)[nH]2)c1O	-3
CSc1c(SC)c(=O)c1=O	-1
Cn1nnnc1SCCCNCc1ccc(-c2ccc(Br)cc2)o1	-8
O=S(=O)(N/N=C/c1ccc2c3c(cccc13)CC2)c1ccccc1	6
CC(C)(C)C(O)CSc1nc2ccc(Cl)cc2[nH]1 (stereo not drawn)	1
Cc1ccc(C)c(S(=O)(=O)N2CCCC(CO)(Cc3cccc(Cl)c3)C2)c1 (stereo not drawn)	-6
COc1cccc(N2CCN(C(=O)Cn3ncc4c5ccccc5n(C)c4c3=O)CC2)c1	5
COc1cc(C(=O)Nc2ccc(C)c(C(=O)O)c2)ccc1OC(C)=O	-5
O=C(/C=C/c1cccc(Br)c1)c1ccc[nH]1	1
CON1C(=O)CN(C(=O)c2ccccc2)C1c1ccc(Cl)cc1Cl (stereo not drawn)	9
CCN(CC)c1ccc(NC(=O)CCS(=O)(=O)c2ccc3c(c2)oc(=O)n3C)c(C)c1	12
Cc1ccc2[nH]c3c(c2c1)CC/C(=C/c1ccccc1)C3=O	9
Cc1cc(=O)[nH]c2nnc(SCc3ccc(Cl)cc3Cl)n12	3
COc1cccc(N2CCN(c3ncnc4c3nc3n4CCCCC3)CC2)c1	3
CCN(c1ccc(Cl)cc1)S(=O)(=O)c1ccc(C)cc1	1
C=CCn1nnc(NC(=O)c2cc(Br)ccc2Cl)n1	9
COc1cc(NC(=O)c2oc3c(c2C)-c2nn(Cc4cccc(Cl)c4)cc2CC3)cc(OC)c1	-3
N#CC1(N2CCOCC2)CCCCC1	2
O=C(CSc1nnc(-c2ccccc2)n1-c1ccccc1)Nc1ccc2nc(SCC(=O)NC3CC3)sc2c1	11
CCOC(=O)c1c(C)oc2ccc(OC)c(OC(C)=O)c12	-4
Cc1nn(C(=O)c2cc([N+](=O)[O-])cc([N+](=O)[O-])c2)c(C)c1Sc1ccccc1	4
Nn1c(SCC(=O)Nc2cccc3ccccc23)nnc1-c1ccc(Cl)cc1	-6
COc1ccc(C(=O)Nc2ccc(S(=O)(=O)Nc3onc(C)c3C)cc2)cc1OC	-1
CCOC(=O)c1ccc2nc(NC(=O)COC(=O)c3ccn(C)n3)sc2c1	-3
CCCCc1ccc(NC(=O)c2ccc3c(c2)CCN3S(=O)(=O)c2ccccc2)cc1	0
CCN1CCN(C(c2ccc(Cl)cc2)C2C(=O)C=C(C)N(CCOC)C2=O)CC1 (stereo not drawn)	-6
O=C(CCn1cnnn1)NC1CCCN(CCc2ccccc2)C1 (stereo not drawn)	-13
CC(C)(C)c1ccc(C(=O)Nc2ccc3nc(SCC(=O)N4CCCC4)sc3c2)cc1	4

Some of these compounds in order of SMILES length, ascending.
SMILES	RBX1-CUL1 inh
O=c1[nH]c(SCc2cccc(Cl)c2)nc2c1CCC2	-5&10
Cc1ccc(C)c(S(=O)(=O)N2CCCC(CO)(Cc3cccc(Cl)c3)C2)c1 (stereo not drawn)	-6
Cc1ccc(-c2cc(C(=O)N3CCN(S(=O)(=O)c4ccc(Br)cc4)CC3)[nH]n2)c(C)c1	2

Next part.
SMILES	RBX1-CUL1 inh
O=C(NCc1cccs1)C1CC12CCN(Cc1cccc3nccnc13)CC2 (stereo not drawn)	8
CC(C)(C)c1nc(SCC(=O)NN=Cc2ccccc2)n[nH]1	6
CC(Nc1oc(-c2ccc(COc3ccccc3)o2)nc1C#N)c1ccccc1 (stereo not drawn)	-8
COC(=O)c1ccn(-c2nc(-c3ccc(Cl)cc3)cc(C(F)(F)F)n2)n1	3
CCCSC1=NC2(CCN(C(=O)NC3CCCCC3)CC2)N=C1c1ccc(OC)cc1	3
COc1ccc(C(=O)Nc2ccc(-c3nnc4n3CCCCC4)cc2)cc1	11
COC(=O)c1c(-c2cccs2)csc1NC(=O)CSc1nc2sc3c(c2c(=O)n1-c1ccccc1)CCCC3	-9
CCOC(=O)C1(Cc2cccc(Cl)c2)CCCN(Cc2cccnc2)C1 (stereo not drawn)	3
Cc1ccc(C(=O)C2C(=O)C(=O)N(Cc3ccco3)C2c2ccc(N(C)C)cc2)o1 (stereo not drawn)	-5
OC1CCCN(Cc2cn(Cc3ccccc3)nc2-c2ccc3c(c2)OCO3)C1 (stereo not drawn)	1
COc1ccc(CN2CCC3(CC2)c2ccccc2[C@@H](NC(=O)c2ccco2)[C@@H]3OC)cc1C	-1
Clc1ccc(CNC2CCCC2)c(Cl)c1	-13
O=C(CSc1ccccn1)Nc1ccc(F)c(Cl)c1	11
Cc1ccccc1COc1ccc(Br)cc1/C=C1\C(=O)NN(c2ccccc2)C1=O	49*
COc1cc(/C=C2\C(=O)N(c3ccc(S(N)(=O)=O)cc3)N=C2C(F)(F)F)ccc1OCC(C)C	35*
Cc1cc(C(=O)N/N=C/c2cccc(Br)c2)n[nH]1	-5
NC(=O)N=Nc1c(O)[nH]c2ccc(Br)cc12	10
Cc1cc2c(n1-c1ccc(C(N)=O)cc1)CC(C)(C)CC2=O	3
Cc1ccccc1NC(=O)Cn1cc(C(=O)c2cccs2)c2ccccc21	-13
COc1cccc(CN2CCc3nc(N4CCN(C)CC4)ncc3C2)c1	-5

Filtered by structure, the entries above with a furan ring, fused or not
SMILES	RBX1-CUL1 inh
CC(/C=C/c1ccco1)=N\N=C(N)N	-2
COc1ccccc1NC(=O)C1C(C)=Nc2nc(-c3ccco3)nn2C1c1ccccc1F (stereo not drawn)	-2
Cc1oc2c(c(C)cc3oc(=O)c(CC(=O)NCCc4ccccc4)c(C)c32)c1C	5
COC(=O)c1c(-c2ccc(C)cc2)csc1NC(=O)c1ccc(C)o1	0
COc1ccc(N2CC(NC(=O)c3cc4ccccc4o3)CC2=O)cc1 (stereo not drawn)	-9
Cc1c(C(=O)NC2CC2)oc2c(F)cccc12	4
O=C(/C=C/c1ccc(NC(=O)c2ccc(Br)o2)cc1)c1ccc(Br)cc1	9
Cc1ccc(Cl)cc1NC(=O)Cn1c(=O)n(Cc2ccccc2)c(=O)c2oc3ccccc3c21	-13
CCN1CCN(C(=O)c2oc3c(F)cccc3c2C)CC1	5
Cn1nnnc1SCCCNCc1ccc(-c2ccc(Br)cc2)o1	-8
COc1cc(NC(=O)c2oc3c(c2C)-c2nn(Cc4cccc(Cl)c4)cc2CC3)cc(OC)c1	-3
CCOC(=O)c1c(C)oc2ccc(OC)c(OC(C)=O)c12	-4
CC(Nc1oc(-c2ccc(COc3ccccc3)o2)nc1C#N)c1ccccc1 (stereo not drawn)	-8
Cc1ccc(C(=O)C2C(=O)C(=O)N(Cc3ccco3)C2c2ccc(N(C)C)cc2)o1 (stereo not drawn)	-5
COc1ccc(CN2CCC3(CC2)c2ccccc2[C@@H](NC(=O)c2ccco2)[C@@H]3OC)cc1C	-1

Not all compounds are listed, so the mix of outcomes need not match the whole.
